From PubChem BioAssay
CHO parental Ca: counter-screen: ATP calcium response change in parental CHO cells; parental CHO-K1, ATP-induced calcium, Fluo-8 fluorescence; inhibition, % at 5.6 µM; 330,000 tested, 0.63% active; AID 463079;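 active means inhibition above that plate's mean sample inhibition plus 3 SD, cut at about 26% in these data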;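 further: 0% = ATP-challenged DMSO wells and 100% = DMSO wells without ATP; some compounds past the cut are filed as inactive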
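Test system: untransfected parental CHO cell line; also added: ATP stimulus; dosing: 5.6 µM, single dose; signal: calcium-sensitive Fluo-8 fluorescence; measure: percent inhibition of ATP-evoked calcium rise, normalized to controls; benchmarks: low control ATP plus DMSO, high control DMSO only; replication: one well per compound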
M1 ag: agonists of human M1 muscarinic receptor. P11229. activation, % at 3 µM. 360,000 tested, 0.33% active. CHO-K1 hM1, Fluo-8 calcium fluorescence, agonist mode; 0% DMSO, 100% acetylcholine EC100;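 active means activation above the run's mean compound activation plus 3 SD, cut at about 16% in these data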;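 further: peak over basal fluorescence ratio within a 140 s kinetic read after compound addition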
CHO-K1 Ca antag: nonselective inhibitor or artifact in parental CHO-K1 cells | ATP-induced calcium, Fluo-8 fluorescence | inhibition, % at 3 µM | 360,000 tested, 0.6% active | AID 602250;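 active means inhibition above a per-plate cutoff, the plate's mean sample inhibition plus 3 SD, cut at about 24% in these data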;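 further: 0% = DMSO plus EC80 ATP and 100% = DMSO alone without ATP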
TAAR1 antag: human TAAR1 antagonism | CHO RD-HGA16 TAAR1, Fluo-8 calcium fluorescence, antagonist | inhibition, % at 3 µM | 360,000 tested, 1.5% active;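 active means inhibition above a per-plate cutoff, the mean inhibition of test compounds on that plate plus 3 SD, cut at about 49% in these data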;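 further: 0% = DMSO plus EC80 beta-PEA response and 100% = DMSO alone without agonist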
Target sequence (Q96RJ0 whole entry, looked up): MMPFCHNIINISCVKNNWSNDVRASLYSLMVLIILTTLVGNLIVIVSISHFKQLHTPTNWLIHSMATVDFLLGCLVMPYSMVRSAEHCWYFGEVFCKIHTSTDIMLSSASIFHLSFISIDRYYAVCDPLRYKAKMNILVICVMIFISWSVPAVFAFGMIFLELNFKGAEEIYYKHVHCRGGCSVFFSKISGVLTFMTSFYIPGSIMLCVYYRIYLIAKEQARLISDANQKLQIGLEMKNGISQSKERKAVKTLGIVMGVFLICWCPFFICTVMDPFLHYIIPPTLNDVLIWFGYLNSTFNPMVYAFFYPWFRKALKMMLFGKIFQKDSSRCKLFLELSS
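test system = CHO RD-HGA16 cells bearing hTAAR1 | replication = singlicate | controls = DMSO-only wells and EC80 β-PEA-stimulated wells | reagent = EC80 β-phenethylamine stimulus | read-out basis = percent inhibition of PEA-evoked calcium signal, max/basal emission ratio | schedule = seeding 17-24 h prior, 75-min 37 °C, 30-min RT dye loading | signal = kinetic Fluo-8 calcium fluorescence measurement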
OXTR potentiator: potentiators of human oxytocin receptor; P30559; CHO-OTR cells, Fluo-8 calcium fluorescence, potentiator mode; 0% = oxytocin EC15, 100% = EC100; activation, % at 3 µM; 320,000 tested, 0.061% active;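 active means activation above that plate's cutoff, the mean activation of tested compounds plus 3 SD, cut at about 6.6% in these data, passing the limit was not always enough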;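 further: 100% uses oxytocin at 75 nM as the full agonist control; some results filed as inactive read as strong as hits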
Target sequence (P30559 whole entry, looked up): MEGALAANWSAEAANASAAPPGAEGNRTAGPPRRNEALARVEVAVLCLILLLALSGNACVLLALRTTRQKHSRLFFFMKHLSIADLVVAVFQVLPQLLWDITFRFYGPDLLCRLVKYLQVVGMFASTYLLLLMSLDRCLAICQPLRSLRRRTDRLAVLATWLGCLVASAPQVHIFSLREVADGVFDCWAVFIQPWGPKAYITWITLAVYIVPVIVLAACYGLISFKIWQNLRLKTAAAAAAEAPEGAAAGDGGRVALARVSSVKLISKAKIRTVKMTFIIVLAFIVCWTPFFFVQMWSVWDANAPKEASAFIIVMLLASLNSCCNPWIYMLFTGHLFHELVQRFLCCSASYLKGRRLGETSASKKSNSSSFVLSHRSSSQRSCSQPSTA
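test system = CHO-OTR cells, human receptor | compound = single-point 3.0 µM | schedule = 6 min compound pre-incubation at room temperature, 100 s kinetic read | signal = Fluo-8 no-wash calcium dye fluorescence, excitation 470-495 nm, emission 515-575 nm | repeats = single well per compound, singlicate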
TAAR1 ag: human TAAR1 agonism | Q96RJ0 | CHO RD-HGA16 TAAR1, Fluo-8 calcium fluorescence; vehicle wells 0%, saturating PEA agonist 100% | activation, % at 3 µM | 360,000 tested, 0.99% active | AID 624467;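 active means activation above the mean activation of all test compounds in the run plus 3 SD, cut at about 38% in these data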
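Test system: RD-HGA16 (CHO) cells co-expressing Gα16 and hTAAR1; dosing: one-point dosing at 3 µM (nominal); timing: 17-24 h seeding, 75 min 37 °C dye, 30 min RT; signal: kinetic Fluo-8 calcium fluorescence; read-out basis: % activation relative to PEA EC100 response; controls: DMSO and PEA EC100; replicates: n 1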
M1 ag parental: counter-screen for M1 agonists: effect in parental CHO-K1 cells; Fluo-8 calcium fluorescence; scaled to maximal ATP response, vehicle zero; activation, % at 3 µM; 360,000 tested, 0.48% active; AID 602248; in the data active means activation above about 15%;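 further: untransfected CHO-K1 host cells lacking M1 receptor as counterscreen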
M1 antag: human CHRM1 antagonism; P11229; CHO-K1 hM1, Fluo-8 calcium fluorescence, ACh EC80 antagonist; inhibition, % at 3 µM; 360,000 tested, 1.3% active;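 active means percent inhibition above its own plate's cutoff, namely the mean of that plate's compound wells plus 3 SD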;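 further: peak over basal fluorescence ratio during 140 s after agonist addition; 0% = ACh EC80 plus DMSO and 100% = DMSO alone without agonist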
M1 PAM parental: M1 PAM counterscreen hit in parental CHO-K1 cells; ATP EC20, Fluo-8 calcium fluorescence; 0% at ATP EC20, 100% at ATP max; activation, % at 3 µM; 360,000 tested, 0.02% active; AID 602247;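 active means activation above the run cutoff, the mean activation of all test compounds plus 3 SD, cut at about 40% in these data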;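 further: peak over basal fluorescence ratio in a 140 s read after ATP addition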
* hit, by the source's call; x = not tested or not shown.

SMILES	CHO parental Ca	M1 ag	CHO-K1 Ca antag	TAAR1 antag	OXTR potentiator	TAAR1 ag	M1 ag parental	M1 antag	M1 PAM parental
Cc1ccc(-c2nnn(CC(=O)Nc3cccc4c3CCCC4)n2)o1	-11.0	-2.5	2.9	13.8	-12.8	6.3	0.6	3.3	4.9
CCCCn1c(N)c(N(CC)C(=O)c2ccc(Cl)c([N+](=O)[O-])c2)c(=O)[nH]c1=O	-7.4	-3.3	11.4	-8.8	-6.6	0.1	0.1	2.4	-0.4
CCCCn1c(SCC(=O)c2c(N)n(C3CC3)c(=O)[nH]c2=O)nc2cc(S(N)(=O)=O)ccc21	x	-6.4	-2.7	-14.7	x	5.8	1.7	-3.6	1.7
Cc1ccc(S(=O)(=O)N2CCCOC2CNC(=O)C(=O)NCCC2=CCCCC2)cc1 (stereo not drawn)	-21.1	-6.2	-12.6	5.5	-13.1	2.7	6.6	4.1	19.5
COc1ccc(NC(=O)CCCNC(=O)Cn2cnc3sc(C)c(C)c3c2=O)cc1OC	-9.1	-4.4	-14.7	-3.6	-1.7	1.4	1.1	-8.3	15.4
CC(Sc1nnnn1C1CCCC1)C(=O)Nc1cccc(S(=O)(=O)N2CCOCC2)c1 (stereo not drawn)	-13.3	8.5	14.3	-4.9	-6.4	4.9	1.4	15.0	-22.1
C/C=C\C(=O)Nc1cccc(C2=NOC3(C2)C[C@@H](C(N)=O)N(C(=O)C2(C)CC2)C3)c1 (stereo partly drawn)	10.4	-3.0	-22.3	-2.5	-0.8	8.9	0.5	-9.9	20.3
COc1ccc(NC(=O)c2ccc(-c3nn(C)c(=O)c4ccccc34)cc2)cc1	-10.6	-6.5	-7.1	-1.3	-14.1	2.9	0.5	-7.3	0.2
COc1cc(C(=O)c2ccc3c(c2)OCO3)cc(OC)c1OC	x	-2.0	-22.9	-8.2	x	0.0	0.6	-17.6	33.3
Cc1ccc(NC(=O)COC(=O)C2CSC3(C)CCC(=O)N23)cc1S(=O)(=O)N1CCOCC1 (stereo not drawn)	6.0	-5.3	0.4	11.1	-9.0	2.2	1.4	2.8	-9.6
Cc1ccc(/C=C/C(=O)c2c(C)nc3ccccn23)cc1	-27.8	-4.3	-9.8	11.6	-5.2	5.8	2.1	-9.5	12.3
CCC(=O)c1ccccc1OCCSc1nc(C)cc(=O)[nH]1	-10.2	-5.0	-21.5	-21.2	-9.2	12.3	1.4	-10.1	19.1
CCC(=O)OC1CSc2nc3ccccc3n2C1 (stereo not drawn)	-4.7	-2.2	-5.6	4.6	-0.6	12.3	0.4	8.2	19.9
CCOC(=O)N1CCN(C(=O)C2CCN(S(=O)(=O)c3cc(Cl)ccc3Cl)CC2)CC1	-13.0	-4.8	0.6	1.9	-1.9	0.7	1.1	-3.5	9.7
COc1ccc(-c2[nH]ncc2CN2CCCC2c2nonc2C)c(F)c1 (stereo not drawn)	-2.3	-4.0	-4.3	-1.9	-10.2	2.2	0.9	13.7	-2.4
Cc1ccc(S(=O)(=O)/N=C(\Nc2cccc(C)c2)Nc2nc(C)cc(C)n2)cc1	-3.5	-5.8	-5.5	-4.7	-11.8	0.5	0.3	-5.2	20.8
O=C(O)CCC(=O)OCC1CCCO1 (stereo not drawn)	-3.3	-2.6	-13.3	11.7	-10.2	1.9	0.9	-5.0	21.9
Cc1cc(F)cc(-c2cc(C(=O)NCc3cccc(Cl)c3)[nH]n2)c1	x	-2.1	-14.3	0.5	x	1.1	6.2	3.7	-7.3
CN(CC(=O)Nc1ccc(F)cc1)C(=O)COc1ncnc2ccccc12	-15.4	0.3	-4.6	-2.1	-2.6	10.5	6.1	100.6*	18.1
CCCCNc1cc(=O)oc2ccccc12	-3.1	-1.8	17.3	11.6	-12.1	0.7	-0.2	9.2	-7.0
Cn1c(=O)c2c(nc(Sc3nc4ccccc4n3CC(=O)N3CCCCC3)n2C)n(C)c1=O	-23.9	-1.6	2.7	6.4	-24.3	4.5	0.2	-7.2	12.7
CCOc1ccc(C(=O)c2ccc(OCC)c(N)c2)cc1N	-11.7	-4.2	-13.7	-7.8	1.7	2.5	0.5	-8.9	26.6
Cc1cc(C(=O)N2CCN(C(=O)C3CCCO3)CC2)no1 (stereo not drawn)	-13.7	-3.9	-8.9	8.7	0.0	1.3	0.0	7.9	-1.1
COc1ccc(C(=O)NC(=S)Nc2nc(C)cc(C)n2)cc1Br	-13.0	-3.2	-3.4	-16.0	1.2	8.4	0.5	-5.5	4.7
COCCNC(=O)CCCCCN1C(=O)CCC1=O	12.4	-2.7	-6.8	-2.1	-7.7	8.5	-0.4	-16.6	-2.9

A different layout for 4 compounds above.
Structure: Cc1ccc(/C=C/C(=O)c2c(C)nc3ccccn23)cc1
  CHO parental Ca: -27.8 | M1 ag: -4.3 | CHO-K1 Ca antag: -9.8 | TAAR1 antag: 11.6 | OXTR potentiator: -5.2 | TAAR1 ag: 5.8 | M1 ag parental: 2.1 | M1 antag: -9.5 | M1 PAM parental: 12.3
Structure: CCC(=O)c1ccccc1OCCSc1nc(C)cc(=O)[nH]1
  CHO parental Ca: -10.2 | M1 ag: -5.0 | CHO-K1 Ca antag: -21.5 | TAAR1 antag: -21.2 | OXTR potentiator: -9.2 | TAAR1 ag: 12.3 | M1 ag parental: 1.4 | M1 antag: -10.1 | M1 PAM parental: 19.1
Structure: CCC(=O)OC1CSc2nc3ccccc3n2C1 (stereo not drawn)
  CHO parental Ca: -4.7 | M1 ag: -2.2 | CHO-K1 Ca antag: -5.6 | TAAR1 antag: 4.6 | OXTR potentiator: -0.6 | TAAR1 ag: 12.3 | M1 ag parental: 0.4 | M1 antag: 8.2 | M1 PAM parental: 19.9
Structure: CCOC(=O)N1CCN(C(=O)C2CCN(S(=O)(=O)c3cc(Cl)ccc3Cl)CC2)CC1
  CHO parental Ca: -13.0 | M1 ag: -4.8 | CHO-K1 Ca antag: 0.6 | TAAR1 antag: 1.9 | OXTR potentiator: -1.9 | TAAR1 ag: 0.7 | M1 ag parental: 1.1 | M1 antag: -3.5 | M1 PAM parental: 9.7

Further results follow.
SMILES	CHO parental Ca	M1 ag	CHO-K1 Ca antag	TAAR1 antag	OXTR potentiator	TAAR1 ag	M1 ag parental	M1 antag	M1 PAM parental
COc1ccc(C(C(=O)NC2CCCC2)N(C(=O)c2snc(-c3ccc(F)cc3)c2N)c2ccc(OC)cc2)cc1 (stereo not drawn)	-8.1	-3.0	-6.2	3.6	-3.3	6.9	1.4	-9.7	15.8
O=C(COc1ccccc1)Nc1nnc(S(=O)(=O)N2CCCC2)s1	-10.8	-2.4	-18.8	-6.6	-0.8	-0.7	0.9	3.2	-4.4
CCCc1nc2ccccc2c2nc(N)nn12	-10.0	-2.9	-6.2	-4.0	-0.2	2.8	0.2	17.1	3.9
O=C(c1cccnc1)N(Cc1ccccc1)C(=O)c1cccnc1	x	-3.9	-12.8	5.0	x	0.4	2.9	-17.0	28.4
Cc1c(C#N)c(NC(=O)c2cccc(Cl)c2)n(Cc2ccccc2)c1C	-23.2	-4.0	5.1	33.0	-5.4	-1.2	1.1	10.1	14.4
CCC(=O)c1ccc(OCC(=O)OCC(=O)N(CCC#N)c2ccc3c(c2)OCCO3)cc1	44.3*	5.6	9.4	21.7	-10.1	7.8	11.0	22.1	-6.8
CN(C(=O)c1ccccc1Cl)c1ccccc1C(=O)NCc1ccccc1	-8.7	-0.8	-5.2	24.9	-5.0	2.9	1.4	-9.4	-9.2
CCOC(=O)c1c(NC(=O)CN2CCN(c3ccc(Cl)cc3)CC2)sc(C)c1C	-17.6	-1.5	-4.6	4.6	7.0	3.5	-0.1	-6.3	-2.1
CSc1ccc(CN2CCC(C(=O)NCc3ccc(C)cc3)CC2)cc1	-14.0	-8.2	-19.0	-12.4	-13.0	6.8	1.0	-6.4	-2.6
O=C(NC1CC1)c1ccc(CSCc2ccc(Cl)cc2)o1	x	0.2	-1.2	0.6	x	2.8	5.3	0.5	-8.1
CCN(C(=O)c1cc(Cl)ccc1Cl)C1CCS(=O)(=O)C1 (stereo not drawn)	2.5	-0.9	-10.6	-9.2	-2.2	5.7	0.4	21.7	-21.2
N#Cc1c(-c2cccc(Br)c2)cc(-c2cccnc2)nc1N	-11.3	-5.8	-6.3	56.4*	-12.1	4.9	0.6	4.8	19.4
COc1ccc(/C=C/c2noc(-c3ccccc3OC(C)=O)n2)cc1	-24.6	-4.8	-5.3	14.1	-13.7	0.4	2.4	-7.3	2.4
Cc1cccc(C)c1NC(=O)CN1C(=O)C(C)Oc2ccccc21 (stereo not drawn)	-11.8	-4.1	-4.8	-10.7	6.9	0.5	0.4	-11.4	15.5
O=C(COc1nc2ccccc2nc1N1CCOCC1)N1CCc2ccccc21	x	6.2	22.9	-6.1	x	1.5	-0.1	-15.2	-6.4
O=C(COc1ccc(Cl)cc1Cl)NCC(=O)N/N=C/c1c[nH]c2ccccc12	-4.5	-6.8	-6.6	-1.5	-11.0	12.9	1.2	-13.7	13.4
Cc1ccc(CNC(=O)c2cc(=O)c3ccccc3o2)cc1	-0.6	2.8	-5.8	-5.0	-9.7	1.8	10.3	-2.8	-21.8
COc1cc(OC)nc(Oc2cccc(Cl)c2C)n1	-9.0	-5.2	-1.5	-26.2	-5.9	10.8	-0.2	-5.5	16.3
CC1CCN(C(=O)C2CCN(CC(C)c3ccccc3)CC2)CC1 (stereo not drawn)	-23.8	-4.8	-1.1	4.9	2.2	15.6	0.2	0.0	8.4
Nc1nnc(SCC(=O)Nc2ccc(S(=O)(=O)N3CCOCC3)cc2)s1	4.0	-6.9	-15.8	x	-10.8	x	1.0	-11.7	24.2
O=C1CCC([N+](=O)[O-])C(c2cc(Br)ccc2F)N1 (stereo not drawn)	-0.7	-1.5	12.7	-1.1	-7.0	0.5	-0.3	-5.7	-17.1
Cc1onc(-c2c(F)cccc2Cl)c1C(=O)NC1CC1	12.3	-1.5	-10.4	-9.9	-3.8	0.7	0.8	-11.8	19.6
COc1cc(NC(=O)C[n+]2ccc(C(=O)c3ccccc3)cc2)cc(OC)c1	-0.4	-8.9	-23.1	4.6	-5.3	-3.3	0.3	-3.7	2.2
O=C1NC(=O)/C(=C\c2ccccc2OCc2cccc([N+](=O)[O-])c2)N1	-15.2	-10.3	-16.8	22.2	0.1	9.2	4.7	-1.9	27.6
Cn1c(=N)n(CC(O)c2ccco2)c2ccccc21 (stereo not drawn)	-13.8	-4.2	-5.2	9.4	1.4	2.2	0.4	-9.2	11.7
C=C(C)Cn1c(CNC(C)=O)nc2ccccc21	-4.7	-0.5	14.8	-17.2	-6.7	1.1	-0.6	-12.2	-3.2
CCC(=O)c1ccccc1OCC(=O)Nc1c(C)cccc1C	-7.7	-3.4	10.8	9.5	-8.2	4.1	0.0	5.4	-10.3
